Screening data deposited in PubChem BioAssay by several laboratories.
PPARg SRC-2 ag – promotes SRC-2 coactivator recruitment by human PPARgamma; PPARgamma LBD-SRC-2 recruitment, biochemical; 200,000 tested, 0.34% active; activation, % at 8 µM; P37231; in the data active = activation above about 22%;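 also: 0% = vehicle and 100% = reference agonist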
Target sequence (P37231 whole entry, looked up, the tested form may be a part): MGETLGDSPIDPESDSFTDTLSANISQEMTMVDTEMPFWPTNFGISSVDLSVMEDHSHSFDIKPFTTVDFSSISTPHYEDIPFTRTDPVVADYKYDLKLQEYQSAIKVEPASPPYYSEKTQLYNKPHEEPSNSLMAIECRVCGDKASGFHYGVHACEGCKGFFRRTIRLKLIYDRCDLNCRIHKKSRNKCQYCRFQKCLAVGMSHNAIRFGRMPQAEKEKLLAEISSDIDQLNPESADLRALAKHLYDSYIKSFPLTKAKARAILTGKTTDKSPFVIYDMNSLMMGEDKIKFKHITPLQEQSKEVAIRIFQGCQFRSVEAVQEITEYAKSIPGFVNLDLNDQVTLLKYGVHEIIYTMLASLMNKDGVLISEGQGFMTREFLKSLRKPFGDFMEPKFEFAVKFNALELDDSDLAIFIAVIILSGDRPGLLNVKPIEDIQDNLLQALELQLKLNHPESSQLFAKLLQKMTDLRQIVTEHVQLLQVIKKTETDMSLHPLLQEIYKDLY
TNAP act hiacc – TNAP (human) activation, high acceptor; P05186; purified TNAP, CDP-star luminescence, 1 M DEA, 30 min; hits give high values; 0 = EDTA background, 1 = DMSO-only activity; activation factor at 20 µM; 200,000 tested, under 10 active;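 active = activation factor at least 2 at 20 µM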
Target sequence (P05186 whole entry, looked up): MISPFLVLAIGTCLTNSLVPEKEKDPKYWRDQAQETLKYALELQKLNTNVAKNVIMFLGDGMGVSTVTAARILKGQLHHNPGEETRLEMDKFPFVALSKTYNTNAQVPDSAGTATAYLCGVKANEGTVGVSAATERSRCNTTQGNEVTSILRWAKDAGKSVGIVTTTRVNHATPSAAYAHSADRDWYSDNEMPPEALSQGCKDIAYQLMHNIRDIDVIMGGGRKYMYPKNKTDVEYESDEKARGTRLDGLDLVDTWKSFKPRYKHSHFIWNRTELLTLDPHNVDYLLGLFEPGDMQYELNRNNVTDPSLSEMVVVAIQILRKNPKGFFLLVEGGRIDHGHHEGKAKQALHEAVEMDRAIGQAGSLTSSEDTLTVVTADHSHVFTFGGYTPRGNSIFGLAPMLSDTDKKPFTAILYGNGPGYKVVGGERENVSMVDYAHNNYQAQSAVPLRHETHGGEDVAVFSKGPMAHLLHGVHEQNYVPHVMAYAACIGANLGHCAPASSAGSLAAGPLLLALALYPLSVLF
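Measured by: Luminescent substrate turnover signal | Test system: Human TNAP | Input: TNAP 1/800 final | Dosing: 20 µM single point | Schedule: 30 min, room temperature | Controls: EDTA wells as negative control, DMSO wells as positive control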
STAT1 blocker – reduces IFN-gamma driven STAT1 reporter signal. 200,000 tested, 0.35% active. inhibition, % at 5.5 µM. NIH 3T3 STAT1-luciferase reporter, luminescence;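 active = inhibition above a set limit, the mean inhibition across all tested compounds plus 3 SD, cut at about 34% in these data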;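 also: 0% = IFN-gamma with DMSO and 100% = IFN-gamma with 300 µM nifuroxazide; values of inactives mirror those of a sister screen read the other way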
PPARg SRC3 recr – PPARgamma-driven SRC-3 recruitment agonism | biochemical PPARgamma/SRC-3 coactivator recruitment assay | P37231 | AID 731 | 200,000 tested, 0.26% active | activation, % at 8 µM; in the data active = activation above about 23%;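 also: 0% = DMSO and 100% = reference agonist; some compounds past the cut are filed as inactive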
bIAP activator – increases bovine intestinal alkaline phosphatase activity. activation factor at 20 µM. purified bovine IAP, CDP-star luminescence, 30 min; hits give high values; fold of DMSO-control signal, blank-subtracted. 200,000 tested, 0.17% active;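 active = activation factor of 2 or more at 20 µM, a signal rise over negative controls twice the positive control's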
bIAP inhibitor – blocks bovine intestinal alkaline phosphatase activity; purified bovine IAP, CDP-star luminescence, 30 min; inhibition, % at 20 µM; 190,000 tested, under 10 active;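 active = over 50% inhibition of intestinal alkaline phosphatase at 20 µM in the single-dose screen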
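Assay system – bovine IAP enzyme · Quantity – bovine IAP at 1/65,000,000 final dilution · Detection – CDP-star luminescence signal · Times – 30 min reaction at room temperature · Also added – CDP-star substrate at 30 µM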
PPARg SRC-1 ag – agonists of human PPARgamma SRC-1 coactivator recruitment | P37231 | PPARgamma-SRC-1 coactivator recruitment biochemical assay | activation, % at 8 µM | 200,000 tested, 0.41% active | AID 631; in the data active = activation above about 19%;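 also: 0% = DMSO and 100% = reference agonist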
SRC2 TRFRET art – flags TR-FRET format artefacts in PPARgamma SRC-2 recruitment agonist screen | TR-FRET artefact counter-screen; hits give high values | TR-FRET ratio at 8 µM | 200,000 tested, 0.4% active; in the data active = TR-FRET ratio above about 2000; also: inactives centre near 1500
ROMK primary – modulators of human ROMK potassium channel | Tet-inducible ROMK, thallium flux fluorescence; actives lie on both sides | B-score at 10 µM | 130,000 tested, 2% active | AID 1918;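 active = signal ratio slope over the read window, or its plate-corrected B-score, at least 3 SD from the plate mean, either direction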;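 also: B-score of the F/F0 ratio slope over 7 to 12 s after thallium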
STAT3 activator – STAT3 signaling activation. U3A cells, IL-6 STAT3-luciferase reporter, luminescence; 100% = signal with IL-6 EC80 alone. activation (% of control), % at 5.6 µM. 190,000 tested, 0.91% active. AID 871;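 active = activation above the screen-wide mean of compound activation plus 3 SD, cut at about 130% in these data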;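 also: 0% = background luminescence of wells with medium and substrate only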
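Assay system – human STAT1-deficient U3A cells with stable STAT3-luciferase reporter · Also added – IL-6 (33 ng/mL) · Schedule – compound 1 h, then IL-6 6 h at 37 °C · Technique – reporter luminescence signal · Evaluation – % activation versus median of IL-6-stimulated wells · Benchmarks – IL-6-only wells as 100% reference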
STAT3 inh – STAT3 signaling inhibition; U3A cells, IL-6 STAT3-luciferase reporter, luminescence; host cell line lacks STAT1; inhibition, % at 5.5 µM; 190,000 tested, 0.89% active; AID 862;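 active = inhibition above the mean inhibition across all screened compounds plus 3 SD, cut at about 44% in these data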;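 also: 0% = DMSO only wells and 100% = 100 µM nifuroxazide control wells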
An asterisk follows results filed as active; . = not tested or not shown.

SMILES	PPARg SRC-2 ag	TNAP act hiacc	STAT1 blocker	PPARg SRC3 recr	bIAP activator	bIAP inhibitor	PPARg SRC-1 ag	SRC2 TRFRET art	ROMK primary	STAT3 activator	STAT3 inh
CC1CCN(S(=O)(=O)c2cccc(-c3nnc(-c4cccnc4)o3)c2)CC1	2	1	3	-16	0.9	8	2	1404	-0.52	103	1
Cn1c(NCc2c[nH]c3ccccc23)nc2ccccc21	2	1.1	-43	12	0.8	18	-2	1617	.	141*	-43
Nc1ccccc1C(=O)N/N=C1\C2CN3CCN(C2)CC1(c1ccccc1)C3	-2	1	-34	4	0.9	12	5	1687	.	104	-6
Cc1ccc(SCCN2C(=O)NC(C)(C)C2=O)cc1	2	1	-3	0	1	1	2	1587	0.53	97	6
C/C(=N\Nc1cccc(C(F)(F)F)c1)c1ccc(O)cc1	-2	1	22	0	1	5	2	1333	-0.29	99	9
COC(=O)NNC(=O)COc1ccc2ccccc2c1Br	5	1	-1	2	1	-1	8	1852	-0.36	103	-6
COc1cccc2cc(-c3nnc(-c4ccccc4)o3)c(=O)oc12	0	0.9	-22	0	1	5	3	1617	-0.46	64	46*
COc1ccc(NC(=S)NNC(=O)c2ccccc2OC(F)F)cc1	4	1	-3	-12	1.2	-24	2	1394	0.83	98	0
CCn1c(SCC(=O)N2CCCC2)nc2c1c(=O)n(C)c(=O)n2C	-3	1.1	-1	9	0.9	8	16	1666	.	102	4
COc1cccc(CNC(C)C(=O)Nc2ccc3c(c2)OCCO3)c1 (centres undefined)	-5	1	-3	-2	0.9	8	6	1545	0.25	95	13
CCOC(=O)c1c(-c2ccc(OC)cc2)csc1NC(=O)CNCc1ccco1	8	1	-4	2	1	-4	-1	1547	-0.68	96	9
O=C(Cn1cncn1)NCc1cccc(OC(F)F)c1	3	1	-2	1	1.1	-7	11	1489	-0.23	108	-7
S=c1[nH]nc(-c2ccc(Cl)cc2Cl)n1Cc1ccccc1	6	1	-5	10	1	2	7	1622	0.19	99	5
c1ccc2c(c1)CCN(c1nc3cc4c(cc3s1)OCCO4)C2	-1	0.9	37*	-8	1	-2	-6	1332	-1.2	24	88*
CCN(CC)C(=O)C1CC(=O)OC12CCCCC2 (centres undefined)	-2	1	5	5	0.8	25	0	1469	.	97	6
COc1ccc(-n2c(SCC(=O)Nc3ccc4c(c3)OCO4)nc3c(c2=O)SCC3)cc1	-1	1.1	-3	-9	1.1	-8	-7	1525	.	101	8
NC(=O)C1CCN(C(=O)CCSc2ccc(Cl)cc2)CC1	-3	1	-15	2	1	2	-4	1387	0.11	107	-6
CC1(C)CC(c2nc(-c3ccc(Cl)cc3)cs2)CCS1 (centres undefined)	8	1	-3	-5	0.7	30	-4	1505	.	97	8
O=C(CSc1nc2ccc(Cl)cc2[nH]1)NCCc1ccc(Cl)cc1	2	1	5	5	1	4	0	1379	-0.15	105	-4
CCOC(=O)C(NC(=O)c1ccc(Cl)cc1Cl)(Nc1ccc(C)cc1)C(F)(F)F (centres undefined)	-3	1	17	-8	1	4	-11	1425	.	109	-10
CC1=C(C(=O)OC(C)C)C(c2cccs2)n2ncnc2N1 (centres undefined)	3	1	3	0	1	0	1	1576	.	94	16
CC(=O)Oc1ccc2ccccc2c1C(NC(=O)Cc1ccccc1)c1ccccc1Cl (centres undefined)	7	1	-2	4	1	-1	2	1571	-0.3	107	0
CC(C)CC(=O)Nc1ccc(Oc2ccc(NC(=O)CC(C)C)cc2)cc1	21	1	-1	12	0.9	12	0	1742	0.23	101	2
COc1cc(/C=C2\SC(=Nc3c(C)n(C)n(-c4ccccc4)c3=O)NC2=O)ccc1O	4	0.8	9	4	1	2	4	1558	-0.89	105	-9
O=C(N/N=C/c1ccc(Cl)cc1)Nc1ccccc1	4	1	-11	-6	1	0	6	1562	.	101	5

Additional records follow:
SMILES	PPARg SRC-2 ag	TNAP act hiacc	STAT1 blocker	PPARg SRC3 recr	bIAP activator	bIAP inhibitor	PPARg SRC-1 ag	SRC2 TRFRET art	ROMK primary	STAT3 activator	STAT3 inh
COC(=O)C1=C(C)N(C)C(C)=C(C(=O)OC)C1c1ccc(Cl)cc1	-4	1	-3	-5	0.9	13	7	1506	-0.41	94	13
COc1ccc(C(=O)N/N=C/c2sc(N3CCOCC3)nc2-c2ccccc2)cc1OC	10	1	15	3	1.1	-11	-2	1665	-0.27	85	21
O=C(/C=C/c1cccs1)Nc1ccc(N2CCOCC2)c(S(=O)(=O)Nc2cc(Cl)ccc2Cl)c1	4	1	2	2	1	1	2	1614	-0.16	91	18
COc1ccccc1N1CCN(C(=O)c2ccc(Br)s2)CC1	10	1	-4	-8	1	0	7	1445	.	106	-1
Cc1cccc(CN2CCN(CC(=O)NCCCN3CCN(c4ccc(F)cc4)CC3)C2=O)c1	15	1.1	5	5	1.1	-11	2	1486	0.35	80	28
COC(=O)c1ccc(C2NC(=O)NC(C)=C2C(=O)N(C)C)cc1 (centres undefined)	7	1	0	-10	1	0	10	1534	.	98	6
CC(C)(C)c1cc[n+](CC(=O)Nc2cc(C(F)(F)F)ccc2N2CCOCC2)cc1	-3	1	-8	1	1.1	-8	-1	1622	-0.46	106	4
CC1(C)CC(=O)c2sc(NC(=O)C(C)(C)C)nc2C1	-1	1.1	-23	-2	1.1	-7	10	1637	0.67	119	-8
COCCN1CCc2[nH]c(=S)[nH]c(=O)c2C1	6	1	2	0	1	-2	7	1669	.	96	0
Cc1c(NC(=O)/C(=C\c2ccccc2)NC(=O)c2ccccc2)c(=O)n(-c2ccccc2)n1C	4	1	2	5	1	-5	1	1549	.	99	7
O=C(CSCC(=O)OCn1nnc2ccccc2c1=O)Nc1ccc(Cl)cc1	10	1	6	7	1	-4	2	1624	-1	98	6
Cc1ccc(C(C2=C(O)CC(C)(C)CC2=O)C2C(=O)CC(C)(C)CC2=O)s1 (centres undefined)	10	1	-11	9	0.9	13	4	1521	0.32	111	-5
COc1cccc2c(SCC(=O)N/N=C/c3ccc(O)cc3O)cc(C)nc12	8	1	0	4	1.1	-14	14	1605	1.1	98	8
CCOC(=O)c1c(NC(=O)CN2C(=O)NC(C)(c3ccc(Cl)cc3)C2=O)sc(C(=O)NC)c1C (centres undefined)	1	1	-3	1	1	0	-8	1632	0.044	103	-4
Cc1cccc(C(=O)Oc2ccccc2-c2nnco2)c1	-5	1.1	-9	-7	1	4	-4	1449	-0.75	99	1
COc1cccc(NC(=O)C2CCCN(S(=O)(=O)c3cccc4nonc34)C2)c1 (centres undefined)	6	1	4	0	1	0	8	1767	0.72	105	-5
O=S(=O)(C/C(=C/CO)S(=O)(=O)c1ccccc1)c1ccccc1	5	1	-175	-7	1.1	-5	6	1294	-8.2*	62	48*
O=C(COc1cccnc1[N+](=O)[O-])N1CCc2ccccc2C1	11	1.1	-4	3	1	-4	8	1563	-0.46	98	8
COc1ccc(/C=C/C(=O)N2CCCC2)cc1OC	6	1	15	1	0.9	9	-3	1477	1.1	102	-1
CC1CCN(C(=O)CN(CCc2ccccc2)S(C)(=O)=O)CC1	-2	1.1	0	-4	0.9	6	-4	1353	-0.18	104	-4
Cc1cnc(C(=O)OCC(=O)Nc2cccc(Cl)c2)cn1	-1	1	-1	9	0.9	10	5	1701	.	101	2
COc1ccc(C2C=C(C34CC5CC(CC(C5)C3)C4)NC(=S)N2)cc1 (centres undefined)	3	0.9	-5	5	0.9	8	-9	1511	-0.035	106	-8
COc1ccccc1NC(=S)NCc1cccnc1	8	1	2	1	0.9	11	3	1513	.	98	5
c1ccc(N2CCN(Cc3cnc(N4CCOCC4)s3)CC2)cc1	1	1	-6	1	1	-5	-5	1717	-0.33	100	7
CC(C)NC(=O)c1n[nH]c(=O)c2ccccc12	-3	1	-5	2	1.1	-6	-2	1581	.	104	-1

Compound profiles (already shown).
`Cc1c(NC(=O)/C(=C\c2ccccc2)NC(=O)c2ccccc2)c(=O)n(-c2ccccc2)n1C` in the list: PPARg SRC-2 ag = 4; TNAP act hiacc = 1; STAT1 blocker = 2; PPARg SRC3 recr = 5; bIAP activator = 1; bIAP inhibitor = -5; PPARg SRC-1 ag = 1; SRC2 TRFRET art = 1549; ROMK primary = .; STAT3 activator = 99; STAT3 inh = 7
`O=S(=O)(C/C(=C/CO)S(=O)(=O)c1ccccc1)c1ccccc1` in the list: PPARg SRC-2 ag = 5; TNAP act hiacc = 1; STAT1 blocker = -175; PPARg SRC3 recr = -7; bIAP activator = 1.1; bIAP inhibitor = -5; PPARg SRC-1 ag = 6; SRC2 TRFRET art = 1294; ROMK primary = -8.2*; STAT3 activator = 62; STAT3 inh = 48*

Returning to the listing, starting 2 compounds before the break.
SMILES	PPARg SRC-2 ag	TNAP act hiacc	STAT1 blocker	PPARg SRC3 recr	bIAP activator	bIAP inhibitor	PPARg SRC-1 ag	SRC2 TRFRET art	ROMK primary	STAT3 activator	STAT3 inh
c1ccc(N2CCN(Cc3cnc(N4CCOCC4)s3)CC2)cc1	1	1	-6	1	1	-5	-5	1717	-0.33	100	7
CC(C)NC(=O)c1n[nH]c(=O)c2ccccc12	-3	1	-5	2	1.1	-6	-2	1581	.	104	-1
O=C(CSc1nc2c(cnn2-c2ccccc2)c(=O)[nH]1)N1CCOCC1	-5	1	-1	8	0.9	9	3	1453	.	95	11
CC(=O)c1ccc(N2CCN(C(=S)Nc3ccccc3C(F)(F)F)CC2)cc1	1	1	7	1	1.2	-15	-7	1537	-0.38	81	29
O=C(/C=C/c1cccc(Cl)c1)Nc1ncccn1	4	1	-20	3	0.9	7	2	1762	.	100	-1
COC(=O)c1cc(C(=O)OC)cc(N2C(=O)CC(Sc3nc(C)cc(C)n3)C2=O)c1 (centres undefined)	7	1	4	10	1	-1	6	1705	.	104	-1
CN(C)CCCn1c(SCC(=O)N2c3ccccc3Sc3ccccc32)nc2ccccc2c1=O	4	1.1	-3	5	0.9	11	3	1640	.	96	4
CCNc1nc(NCC)nc(N/N=C(\C)c2ccc(OC)cc2)n1	3	1.1	-18	-1	1	3	6	1571	-0.63	110	-5
Cc1[nH][nH]c(=O)c1C(c1ccc(-c2ccc(C(=O)O)cc2)o1)c1c(C)[nH][nH]c1=O	-12	0.9	8	-1	1.1	-8	-3	1340	0.95	104	-2
COc1ccc(C(=O)N/C(=C\c2ccco2)C(=O)NCCCn2ccnc2)cc1	9	1.1	12	5	0.9	5	2	1677	-0.1	99	5
Nc1nc(CN2CCN(c3ccc(F)cc3)CC2)nc(N2CCCc3ccccc32)n1	5	1	5	1	1	-4	11	1729	-1.7	105	-2
CCS(=O)(=O)N1Cc2ccccc2CC1C(=O)Nc1nc2ccccc2s1 (centres undefined)	-5	1	-82	1	1	-3	4	1581	.	83	22
CCOc1ccc2nc(NCCNC(=O)Nc3ccccc3)c(C#N)cc2c1	-13	1.1	0	-4	1.3	-25	6	1512	-0.046	99	7
Cc1cc(NC(=O)CSc2ncnc3sccc23)no1	-4	1	9	4	1	-4	4	1591	-0.58	85	20
COc1cc(OC)cc(C(=O)NNC(=O)Cc2ccc(OC)c(S(=O)(=O)N3CCOCC3)c2)c1	2	1	-2	4	1.1	-8	-8	1730	.	101	2
